ALOX12 inhib: 12-hLO (ALOX12) enzyme inhibition; P18054; purified 12-hLO, xylenol orange hydroperoxide absorbance; actives 0.12% (n = 150,000); AID 1452; Potency, µM (titrated, usually from 57.1 µM), inactives show top-dose activity change, negative = inhibition, most hits filed as inhibitors; further: potency means the concentration at half of the fitted maximal effect; nearly all actives have a fitted effect of over 55% in size; many of its hits are not listed in these tables
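150 nM 12hLO, 25 mM Hepes pH 7.0 + 0.01% Triton X-100; cpd preinc 15 min RT; 40 uM arachidonic acid, 30 min RT; Fe-XO 30 min; A573/A405 ratio as read-out.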
PNC assembly inh: blocks assembly of the perinucleolar compartment; actives 3.1% (n = 140,000); activity change (PNC), negative = inhibition, % at 10 µM; PC3M PTB-GFP, PNC prevalence imaging, 16 h; stronger effect = lower value; AID 2417;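 active means readout at or below -70, meaning at least 70% loss of cells showing the perinucleolar compartment, a nuclear body marking cancer cells; inconclusive means readout between -30 and a set limit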;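 further: plate controls were DMSO wells for no effect and camptothecin positive control wells for full effect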
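Read-out is percentage of cells bearing a perinucleolar compartment, from automated 20x imaging of fixed, Hoechst-stained PC3M PTB-GFP cells. Cells were seeded 4 h, then exposed 16 h to compound (23 nl of library stock) in duplicate plates.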
15-hLO-2 inh: 15-hLO-2 (ALOX15B) enzyme inhibition; purified 15hLO-2, xylenol orange hydroperoxide absorbance; actives 0.56% (n = 110,000); AID 881; Potency, µM (titrated, usually from 57.1 µM), inactives show at the top dose activity change, negative = inhibition, hits mostly inhibitors; O15296; further: potency means the concentration at half of the fitted maximal effect; nearly all actives have a fitted effect of over 60% in size; many of its hits are not listed in these tables
Target sequence (O15296 whole entry, looked up): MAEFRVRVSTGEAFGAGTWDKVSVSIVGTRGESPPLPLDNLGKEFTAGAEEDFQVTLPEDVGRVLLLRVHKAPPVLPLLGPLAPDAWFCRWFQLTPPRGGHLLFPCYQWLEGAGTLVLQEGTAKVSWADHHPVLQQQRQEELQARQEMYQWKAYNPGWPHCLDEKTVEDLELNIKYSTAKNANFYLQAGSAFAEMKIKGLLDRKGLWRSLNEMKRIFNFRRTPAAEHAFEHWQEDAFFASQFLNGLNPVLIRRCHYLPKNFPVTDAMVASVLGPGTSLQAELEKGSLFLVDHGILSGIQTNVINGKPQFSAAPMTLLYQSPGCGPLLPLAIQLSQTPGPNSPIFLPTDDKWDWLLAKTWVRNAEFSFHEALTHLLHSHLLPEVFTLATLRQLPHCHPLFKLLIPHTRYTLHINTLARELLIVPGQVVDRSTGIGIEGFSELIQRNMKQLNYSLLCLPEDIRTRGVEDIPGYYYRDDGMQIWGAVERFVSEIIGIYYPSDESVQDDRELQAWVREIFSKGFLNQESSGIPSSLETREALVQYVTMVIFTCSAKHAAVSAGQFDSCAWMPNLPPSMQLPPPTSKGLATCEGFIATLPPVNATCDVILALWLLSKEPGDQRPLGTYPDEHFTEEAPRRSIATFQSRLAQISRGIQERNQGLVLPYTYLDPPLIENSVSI
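Purified human 15hLO-2 (50 nM) preincubated 15 min with compound, then 45 uM arachidonic acid for 90 min at RT in 25 mM Hepes pH 7.5, 0.01% Triton X-100. Hydroperoxide detected by Fe-xylenol orange; 573/405 nm absorbance ratio.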
IMPase inh: membrane-permeable compound that blocks inositol monophosphatase; P97697; CHO-M1 cells, IP1 accumulation, HTRF TR-FRET ratio; AID 901; 120,000 tested, under 10 active; inhibition (IP1 accumulation), % at 46.1 µM; active means well fitted curve in the direction sought with a large enough effect in the signal ratio, not every such curve was filed as active; inconclusive means small, poorly fitted or top-dose-only effect, or a change in a side signal; inactive means no such curve, though single readings can be large or run the other way; the % refers to the signal ratio;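 further: cells stimulated with carbachol in lithium chloride buffer; plate controls were DMSO basal wells for no effect and reference inhibitor wells for full effect; higher means more IMPase inhibition seen as more IP1 and lower FRET ratio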
Target sequence (P97697 whole entry, looked up): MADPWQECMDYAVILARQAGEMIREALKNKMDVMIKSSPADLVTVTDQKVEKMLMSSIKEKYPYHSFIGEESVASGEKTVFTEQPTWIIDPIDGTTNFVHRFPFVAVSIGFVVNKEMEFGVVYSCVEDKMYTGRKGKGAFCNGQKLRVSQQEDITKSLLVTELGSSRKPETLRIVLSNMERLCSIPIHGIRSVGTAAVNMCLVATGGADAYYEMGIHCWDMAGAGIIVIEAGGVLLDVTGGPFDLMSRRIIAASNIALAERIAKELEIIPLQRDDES
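Measured: the HTRF emission ratio (665/620 nm) plus the 620 nm donor channel, each fitted to the Hill equation to give AC50. Cells were CHO-M1 given compounds up to 46 uM and a 30 min carbachol stimulation at 37C.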
Numbers without * were called inactive; ? = inconclusive; nt = not tested or not shown; [ ] = another dose, or the depositor's remark. Unless noted, the call rests on the fitted dose curve; in most records, active means well fitted curve in the direction sought with a large enough effect; inconclusive means small, poorly fitted or top-dose-only effect, or another doubt; inactive means no such curve, though single readings can be large; an effect the other way counts as inactive or inconclusive. Unless noted, on the % scale 0 is the no-effect control and ±100 the full control effect. An excerpt. The share of hits here may be higher or lower than overall.

SMILES | ALOX12 inhib | PNC assembly inh | 15-hLO-2 inh | IMPase inh
CC1CCN(C(C(=O)NC2CCCCC2)c2cc3c(cc2[N+](=O)[O-])OCO3)CC1 (stereo not given) | -4% | 8 | nt | nt
Cc1cc(C(F)(F)F)nc(SCC(=O)Nc2cc(C)on2)n1 | -2% | 14 | 4% | -1
CCCCCOC(=O)C1=C(C)N(C)C(=O)NC1c1cc(Br)c(O)c(OC)c1 (stereo not given) | -12% | ? | -17% | 9
Cc1cc(-n2c(C)cc(C(=O)CSc3nnc4sc5ccccc5n34)c2C)no1 | 0% | -12 | -5% | 7
CCSc1nc(=S)n(CC)c(C)c1C(C)=O | -4% | -15 | 0% | -1
O=C(Nc1ccc(Br)cc1)c1ccc(N2C(=O)C3CC=CCC3C2=O)cc1 (stereo not given) | -4% | ? | nt | nt
COC(=O)c1c(NC(C)=O)sc(Cc2ccccc2)c1C | -3% | 52 | -4% | 8
CN1C(=O)SC(Nc2ccccc2C(=O)O)C1=O (stereo not given) | 2% | -1 | -4% | -10
Cc1ccccc1NC(=O)c1cnc(Nc2nc3ccccc3s2)nc1C | -1% | 7 | -4% | -3
COc1cccc(NS(=O)(=O)c2ccc(OC)c(OC)c2)c1 | 1% | ? | -11% | -1
Cc1c(NC(=O)c2cnn3c(C(F)(F)F)cc(-c4ccco4)nc23)c(=O)n(-c2ccccc2)n1C | -5% | 8 | -11% | 11
COC(=O)c1c(C(=O)OC)c(-c2ccccc2)n2c1CS(=O)(=O)C2 | 5% | 21 | -6% | -4
Cc1cc(Oc2ccccc2)nc(-c2ccccc2)n1 | 3% | 19 | 18% | 10
NS(=O)(=O)c1ccc(NCc2ccccc2OCc2ccccc2F)cc1 | 0% | 45 | 7% | 3
O=C(CSc1ncn[nH]1)Nc1ccc(Cl)c(Cl)c1 | -4% | ? | -2% | 5
CCN(C(=O)COc1ccc(C)nc1[N+](=O)[O-])C1CCS(=O)(=O)C1 (stereo not given) | 1% | ? | nt | nt
Cc1ccccc1C(=O)N1CCN(c2ccc([N+](=O)[O-])c(NCc3cccnc3)c2)CC1 | -7% | 43 | nt | 7
C=CCn1c(SCC(=O)Nc2sc(C)c(C)c2C(=O)OCC)nnc1-c1sc(N)nc1C | -9% | 17 | 1% | 11
O=C1C2(c3ccccc3)CN(CCO)CC1(c1ccccc1)CN(CCO)C2 | -1% | 22 | 7% | -3
CCOC(=O)N1CCN(C(=O)c2ccc3c(c2)N(CC)CCS3)CC1 | -12% | -12 | -5% | -7
CN1C2C=C3C(C#N)=C(N)C(C#N)(C#N)[C@H](c4c(F)cccc4F)[C@H]3C1CC2 (stereo not given in full) | -10% | -14 | -11% | 8
O=C1CSC(c2ccccc2F)N1c1cc(Cl)ccc1O (stereo not given) | -2% | 1 | -6% | 7
CC1=C/C(=C\c2ccc3c(c2)OCO3)C(=O)S1 | ? | -85* | -3% | -1
CCN(CC)c1ccc(NC(=O)c2cccc(C)c2)cc1S(=O)(=O)Nc1ccccc1OC | 0% | ? | nt | nt
CC1CCCC(C)N1C(=O)CSc1nnc(C2CCCCC2)o1 (stereo not given) | 3% | -24 | 0% | 1
SMILES | ALOX12 inhib | PNC assembly inh | 15-hLO-2 inh | IMPase inh
O=C1C=CC(=O)C(C2=C3C(=O)N(CCc4ccccc4)CC(=O)N3CCC2)=C1 | -8% | 49 | nt | nt
Cc1csc(NC(=O)CSc2nc(C)nc3c2c(=O)n(C)c(=O)n3C)n1 | -4% | ? | -2% | 1
Cc1ccccc1SCC(=O)OCC(=O)Nc1sccc1C(N)=O | -2% | 25 | nt | 3
N#Cc1ccc(C(=O)NCC(c2ccco2)N2CCCC2)cc1 (stereo not given) | 2% | ? | 14% | 4
N#CC1=C(N)Oc2n[nH]c(-c3ccccc3)c2C1c1cccnc1 (stereo not given) | -4% | -24 | -1% | 8
CC(C)CC(COCc1ccc([N+](=O)[O-])cc1)N1CCN(C(=O)c2ccc(C(F)(F)F)cc2)CCC1=O (stereo not given) | 0% | 22 | nt | nt
COCCCNCCOCCOc1ccc(Cl)cc1Br | 4% | 40 | nt | nt
CC(=O)Nc1ccc(S(=O)(=O)NCCSCc2ccc(Cl)cc2Cl)cc1 | -6% | -25 | -6% | 10
CCn1ncc(Br)c1C(=O)NC(C)c1ccccc1 (stereo not given) | -1% | 74 | nt | 8
CC(Nc1ccc(Br)cc1)C(=O)N/N=C/c1ccccc1OCc1ccccc1 (stereo not given) | -15% | 72 | -1% | 13
COc1ccc(CN2C(=O)CC(Cc3cc(C)cc(C)c3)C2=O)cc1OC (stereo not given) | 0% | ? | nt | nt
Cc1ccc2nc(SCC(=O)c3ccc(Cl)s3)[nH]c2c1 | -12% | 33 | 36%[activator] | 1
CC1CCC(C(C)C)C(OC(=O)COC(=O)c2ccc(=O)[nH]c2)C1 (stereo not given) | -7% | ? | 3% | ?
Cc1c(NC(=O)C(C)OC(=O)CNC(=O)c2ccccc2)c(=O)n(-c2ccccc2)n1C (stereo not given) | -2% | ? | 7% | 4
O=C(Cc1ccccc1)NC(NC(=S)Nc1cc(Cl)ccc1Cl)C(Cl)(Cl)Cl (stereo not given) | -6% | -1 | -27% | 1
CC1(C)CC(=O)C2=C(C1)OC(N)=C(C#N)C2Cc1ccccc1 (stereo not given) | -1% | ? | 8%[11.4 µM] | -2[1.84 µM]
COc1cccc(N2C(=O)C3CCCN3C2c2ccc(N(C)C)cc2)c1 (stereo not given) | 5% | -28 | 4% | 5
CCCNC(=O)c1c(N)n(-c2cccc(OC)c2)c2nc3ccccc3nc12 | -10% | ? | -10% | 0
Cn1c(=O)c2ncn(CC(=O)NC3CCCCCC3)c2n(C)c1=O | -9% | ? | 0% | 0
Cc1ccc(SCc2nc(N)nc(Nc3ccccc3C)n2)cc1C | -7% | -1 | nt | -7
CCOC(=S)N/C(=N\S(=O)(=O)c1ccccc1)c1ccccc1 | -4% | -100* | nt | 13
CCCn1c(SCC(=O)NC(C)C23CC4CC(CC(C4)C2)C3)n[nH]c1=O (stereo not given) | -2% | -14 | -3% | -2
Cc1nnc(N2C(=O)C(O)=C(C(=O)c3ccco3)C2c2ccc(C(C)C)cc2)s1 (stereo not given) | -7% | ? | nt | nt
COc1cc2[nH]c3c(N4CCC(C(N)=O)CC4)ncnc3c2cc1OC | -2% | 18 | -1% | 1
Cc1oc2c(c1C(=O)Nc1cccc3ccccc13)CCCC2 | 5% | 21 | 7% | 17

Ordered by heavy-atom count (smallest number first): some entries from above
SMILES | ALOX12 inhib | PNC assembly inh | 15-hLO-2 inh | IMPase inh
CCCn1c(SCC(=O)NC(C)C23CC4CC(CC(C4)C2)C3)n[nH]c1=O (stereo not given) | -2% | -14 | -3% | -2
O=C(Cc1ccccc1)NC(NC(=S)Nc1cc(Cl)ccc1Cl)C(Cl)(Cl)Cl (stereo not given) | -6% | -1 | -27% | 1
CC(Nc1ccc(Br)cc1)C(=O)N/N=C/c1ccccc1OCc1ccccc1 (stereo not given) | -15% | 72 | -1% | 13

(more compounds)
SMILES | ALOX12 inhib | PNC assembly inh | 15-hLO-2 inh | IMPase inh
Cc1ccc(C)c(OCc2nnc(NC(=O)c3ccco3)s2)c1 | -2% | 30 | -7% | 5
CCOC(=O)C(C)Oc1ccc2c(CC)cc(=O)oc2c1C (stereo not given) | 3% | 20 | -6% | 1
N#C/C(=C\c1c(N2CCC(C(N)=O)CC2)nc2ccccn2c1=O)C(=O)NCc1ccco1 | -3% | 28 | nt | -15
CCCCCCOC(=O)Cc1c(C)nc(-c2ccccc2)[nH]c1=O | 4% | 56 | -9% | -2
Cc1ccc(/C=N/NC(=O)c2ccccc2OCc2ccc(F)cc2)o1 | -3% | 21 | nt | nt
COc1ccc(-n2c(=S)[nH]c3ccccc32)cc1 | -21% | 0 | -23% | 7
CC(C)c1nnc(NC(=O)C2CCCN2S(=O)(=O)c2ccc(Cl)cc2)s1 (stereo not given) | 0% | 13 | -9% | -12
N#C/C(C(=O)N1CCOCC1)=C1/SC(Cc2ccccc2)C(=O)N1c1ccccc1 (stereo not given) | -4% | 38 | -8% | -19
COC(=O)c1ccccc1NS(=O)(=O)c1ccc(O)c(C(=O)O)c1 | -29% | 15 | 0% | 13
Cc1nc2c(c3c1[nH]c1ccccc13)C(=O)CC(C)(C)C2 | 0% | -2 | 28% | 1
COC(=O)c1cccc(S(=O)(=O)N(Cc2ccco2)Cc2cc3cc(OC)ccc3[nH]c2=O)c1 | -12% | 35 | 0% | 3
CCN(CCC(=O)O)c1ccccc1 | 2% | ? | 2% | 0
CCCCCCCCC[n+]1cccc2c3ccccc3ccc21 | -8% | -2 | 16% | 11
O=S1(=O)CCC(NC(=S)NC2CCS(=O)(=O)C2)C1 (stereo not given) | -3% | 48 | nt | nt
O=C1CCc2cc(S(=O)(=O)N3CCC(C(=O)NC4CCCc5ccccc54)CC3)ccc2N1 (stereo not given) | 1% | -21 | 2% | 1
CC1(C)CCC2=C(O1)c1ccccc1C(=O)C2=O | -13% | nt | ? | 13
CN(C)c1nc(C(=O)Nc2ccccc2)nc(N(C)C)n1 | 3% | ? | -3% | 3
O=C(Nc1ccncc1)c1ccc(NS(=O)(=O)c2cccc(F)c2)cc1 | 0% | -1 | nt | nt
O=C(Nc1cc2c(cc1Cl)OCCCO2)c1ccc(F)cc1 | -1% | -21 | nt | nt
Cc1ccc(-n2c(SCC(N)=O)nnc2-c2ccccn2)cc1 | 0% | 11 | -6% | -13
Cc1cc(NC(=O)Cn2nnc3sc4c(c3c2=O)CCC(C(C)(C)C)C4)no1 (stereo not given) | -17% | 20 | -24% | 0
CCCCCCC(C)n1cc(C(C)=O)c(=O)[nH]c1=O (stereo not given) | 4% | 55 | 3% | 4
CC(C)(C)CC(=O)O/N=C(\N)c1ccccn1 | -3% | 30 | nt | -4
O=C(Cc1ccccc1)N/N=C/c1ccc(Cl)cc1Cl | -7% | -17 | -3% | 4
COc1ccc(Nc2cccc(Cl)c2)c(C(=O)O)c1 | -9% | -25 | nt | nt
CCCCCCN1N=C(C)C(C(=O)c2ccc(Cl)cc2)C1=O (stereo not given) | -25% | -3 | -21% | 2
O=C(NC1(C(F)(F)F)NC(=O)N(Cc2cccnc2)C1=O)c1ccccc1 (stereo not given) | 3% | -14 | -5% | 0

Compounds above containing a Cl atom, in the order listed:
SMILES | ALOX12 inhib | PNC assembly inh | 15-hLO-2 inh | IMPase inh
O=C(CSc1ncn[nH]1)Nc1ccc(Cl)c(Cl)c1 | -4% | ? | -2% | 5
O=C1CSC(c2ccccc2F)N1c1cc(Cl)ccc1O (stereo not given) | -2% | 1 | -6% | 7
COCCCNCCOCCOc1ccc(Cl)cc1Br | 4% | 40 | nt | nt
CC(=O)Nc1ccc(S(=O)(=O)NCCSCc2ccc(Cl)cc2Cl)cc1 | -6% | -25 | -6% | 10
Cc1ccc2nc(SCC(=O)c3ccc(Cl)s3)[nH]c2c1 | -12% | 33 | 36%[activator] | 1
O=C(Cc1ccccc1)NC(NC(=S)Nc1cc(Cl)ccc1Cl)C(Cl)(Cl)Cl (stereo not given) | -6% | -1 | -27% | 1
CC(C)c1nnc(NC(=O)C2CCCN2S(=O)(=O)c2ccc(Cl)cc2)s1 (stereo not given) | 0% | 13 | -9% | -12
O=C(Nc1cc2c(cc1Cl)OCCCO2)c1ccc(F)cc1 | -1% | -21 | nt | nt
O=C(Cc1ccccc1)N/N=C/c1ccc(Cl)cc1Cl | -7% | -17 | -3% | 4
COc1ccc(Nc2cccc(Cl)c2)c(C(=O)O)c1 | -9% | -25 | nt | nt
CCCCCCN1N=C(C)C(C(=O)c2ccc(Cl)cc2)C1=O (stereo not given) | -25% | -3 | -21% | 2

Screening results from PubChem BioAssay.
